12-LOX inh: ALOX12 (human) lipoxygenase inhibition. hit rate 1.1% among 580,000. AID 1671190. purified 12hLO, xylenol orange hydroperoxide absorbance. Potency, µM (top dose mostly 108 µM), inactives show top-dose activity change, negative = inhibition, actives largely listed as inhibitors. P18054; active means well fitted inhibition curve with a large enough effect; inconclusive means small, poorly fitted or top-dose-only effect, or another doubt; inactive means no such curve, though single readings can be large or run the other way
Target sequence (P18054 whole entry, looked up): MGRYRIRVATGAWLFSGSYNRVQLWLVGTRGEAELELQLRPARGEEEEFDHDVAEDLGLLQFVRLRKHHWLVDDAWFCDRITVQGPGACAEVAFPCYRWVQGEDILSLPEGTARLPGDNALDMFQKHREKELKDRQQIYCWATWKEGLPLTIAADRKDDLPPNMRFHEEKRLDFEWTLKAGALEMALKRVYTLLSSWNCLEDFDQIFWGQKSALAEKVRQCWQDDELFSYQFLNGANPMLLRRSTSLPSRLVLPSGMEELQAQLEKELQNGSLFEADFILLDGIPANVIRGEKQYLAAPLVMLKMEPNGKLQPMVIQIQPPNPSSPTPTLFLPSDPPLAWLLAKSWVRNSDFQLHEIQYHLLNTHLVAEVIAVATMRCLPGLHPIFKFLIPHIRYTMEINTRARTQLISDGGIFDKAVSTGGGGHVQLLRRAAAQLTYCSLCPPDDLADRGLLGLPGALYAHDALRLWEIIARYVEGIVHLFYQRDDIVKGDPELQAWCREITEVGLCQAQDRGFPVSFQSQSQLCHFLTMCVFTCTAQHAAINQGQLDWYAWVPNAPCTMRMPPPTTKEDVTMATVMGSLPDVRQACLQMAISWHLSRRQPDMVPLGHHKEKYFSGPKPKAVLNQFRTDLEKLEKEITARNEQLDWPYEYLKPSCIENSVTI
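Purified human 12hLO (150 nM final) in 25 mM Hepes, 0.01% Triton X-100, pH 7.0 was preincubated 15 min at room temperature with compound. Then 40 uM arachidonic acid was added, 30 min. Hydroperoxide was read by Fe-XO absorbance ratio 573/405 nm.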
An asterisk follows results filed as active; ? = inconclusive; [ ] = dose if it differs, or a comment. On the % scale 0 is the no-effect control and ±100 the full control effect; potency means the concentration at half of the fitted maximal effect. Not all compounds are listed, so the mix of outcomes need not match the whole.

The opening five compounds, ahead of the listing:
SMILES	12-LOX inh
Cc1oc(-c2ccccc2)nc1CC(=O)N(C)CC(=O)Nc1cccc2ccccc12	-15%
CCCNC(=O)NC(=O)CN(C)C1CCCCC1	7%
O=C1N(Cc2ccc(F)cc2)CCCC12CCN(c1nc3ccccc3o1)C2 (stereo not drawn)	23%
Cc1ccccc1CNC(=O)COc1ccc(-c2nc(C(C)C)no2)cc1	-5%
COc1ccc(C2CCCCCN2C(=O)Cn2cnc3ccc(F)cc3c2=O)cc1 (stereo not drawn)	-12%

This part in full (from the top)
SMILES	12-LOX inh
Cc1oc(-c2ccccc2)nc1CC(=O)N(C)CC(=O)Nc1cccc2ccccc12	-15%
CCCNC(=O)NC(=O)CN(C)C1CCCCC1	7%
O=C1N(Cc2ccc(F)cc2)CCCC12CCN(c1nc3ccccc3o1)C2 (stereo not drawn)	23%
Cc1ccccc1CNC(=O)COc1ccc(-c2nc(C(C)C)no2)cc1	-5%
COc1ccc(C2CCCCCN2C(=O)Cn2cnc3ccc(F)cc3c2=O)cc1 (stereo not drawn)	-12%
CN(C)c1ccccc1CN1CCCN(Cc2ccccc2N(C)C)C1c1ccncc1	-6%[57.4 µM]
Cc1ccc(Nc2nc(-c3ccc(S(=O)(=O)N4CCCCC4)cc3)cs2)cc1C	?
O=C1C=C(Cl)c2cccc3cccc1c23	?
N#CCOC(=O)c1cc(-c2cccs2)nc2ccccc12	16%
O=C(NCCc1cnccn1)C1CCN(C(=O)C2CCC2)CC1	9%
O=C(CN1CCN(C(=O)c2cc(-c3ccc(Cl)cc3)nc3ccccc23)CC1)N1CCOCC1	-8%
CCCOc1c(/C=N/O)cccc1OC	23%
O=C(c1cn[nH]c1-c1ccccc1)N1CC2CC(C1)[C@H]1CCCC(=O)N1C2 (stereo partly drawn)	27%
CCCCCCCCCCCCCC	3%[176 µM]
COc1ccc(-c2noc(CC3CCN(C(=O)c4cc(F)ccc4Cl)CC3)n2)cc1	28%
O=C(NCc1ccccc1OC(F)F)c1ccccc1C(F)(F)F	5%
O=C(NCc1n[nH]c(=O)c2ccccc12)c1ccc(Cl)cc1	?
CCOC(=O)C(NC(=O)C1CC1c1cccc(C)c1)C(=O)OCC (stereo not drawn)	4%
O=c1[nH]c(CSc2nnc(-c3cccs3)n2C2CC2)nc2ccc(Cl)cc12	-3%
C=CC(C1=CC(=O)C=CC1=O)c1ccc(O)cc1 (stereo not drawn)	?
Cn1ccc2c(C(=O)NCCc3cnc[nH]3)nc(-c3ccc([S+](C)(=O)[O-])cc3)cc21	71%[activator][176 µM]
COc1nccc(N2CCC(CC(=O)NCc3cccc(OC)c3OC)CC2)n1	9%
C1CCCN(CCNC2CCCC2)CC1	-4%
Cc1cc(Br)ccc1NC(=O)Cn1nc(C(N)=O)c2ccccc2c1=O	?
CCCCc1cc(=O)oc2cc(OC(C)C(=O)NCc3cccnc3)ccc12 (stereo not drawn)	-3%
Going on with the list.
SMILES	12-LOX inh
CC(C)(C(=O)NCc1ccccc1)n1cc(NC(=O)c2ccc3c(c2)OCO3)cn1	-1%
CN(Cc1ccccc1)C(=O)COc1ccc2c(=O)c(-c3ccc(Cl)cc3)coc2c1	0%
COC(=O)c1c(C)[nH]c(-c2ccc(OC)cc2F)c1C1C(=O)Nc2ccccc21 (stereo not drawn)	?
CCNC(=O)Nc1cc(S(=O)(=O)N2CCOCC2)ccc1NCC1CCCO1 (stereo not drawn)	0%
O=C(NCCNc1ncccn1)NCCNc1ncccn1	-24%
CC(C)Cn1nc(C(=O)N2CCC(n3c(=O)[nH]c4ccccc43)CC2)c2ccccc2c1=O	-24%
OC1(c2cccnc2)CCN(Cc2ccc3c(c2)CN(Cc2cccc(C(F)(F)F)c2)CCO3)CC1	?
Cc1nc2cc(NC(=O)C(C)(C)Oc3ccc(Cl)cc3)ccc2o1	0%
O=C(N/N=C/c1ccc(OCCCOc2ccccc2Cl)cc1)c1ccccc1	-8%
Cc1ccc(C(C(=O)O)N2CCC(CCN3CCCC3=O)CC2)cc1C (stereo not drawn)	10%
O=c1oc2ccc(Br)cc2cc1S(=O)(=O)c1ccccc1F	-31%
O=C(Nc1cc(-n2cnnn2)ccc1Cl)c1ccncc1	-1%
O=C(CN1CC2CC(C1)[C@H]1CCCC(=O)N1C2)NCCCN1CCCC1 (stereo partly drawn)	54%[activator]
Cn1nc2cccc(S(=O)(=O)N[C@H](c3ccccn3)C3CC(O)C3)c2n1 (stereo partly drawn)	38%[activator]
CCOC(=O)c1cnc2ccc(OC)cc2c1Nc1cccc(Cl)c1	?
COc1ccc(NC(=O)CCn2nc(-c3ccc(C)cc3)c3ccccc3c2=O)cc1C(N)=O	-22%
COc1ccc(C2Cn3nnc(C(=O)N4CCN(C(=O)c5ccc(C)cc5)CC4)c3CO2)cc1 (stereo not drawn)	-11%
O=C([C@H]1C[C@H](Oc2cccnc2)CN1S(=O)(=O)c1ccccc1)N1CCOCC1	30%
COc1ccc(-n2c(=O)c3c4c(sc3n3c(SC)nnc23)COC(C(C)C)C4)cc1 (stereo not drawn)	9%
C[S+](=O)([O-])N1CCC2(C1)C(=NC1CCCC1)NC(=O)N2c1cccnc1 (stereo not drawn)	39%[activator]
CC(C)C(=O)N1CCN(C(=O)c2cc(C(C)C)nc3ccccc23)CC1	0%
O=C(Cc1cccc(Cl)c1)N1CCC(n2cc(-c3nc(-c4ccccc4)no3)nn2)C1 (stereo not drawn)	11%
c1ccc2sc(C3CCN(Cc4nc(C5CC5)no4)CC3)nc2c1	2%
Cc1cn2nc(C(=O)NCc3ccc(Cl)cc3)cc2c(N(C)Cc2ccccc2)n1	?
CNC(=O)CCn1ncc2cc(OC3CCc4cccc(-c5cccnc5)c43)ccc21 (stereo not drawn)	-4%[176 µM]
Continued.
SMILES	12-LOX inh
CN(Cc1ccc(-c2ccccc2)cc1)Cc1ccc(C(F)(F)F)cc1	66%[activator]
CC(=O)N1CCCC2(C1)C(=NC1CCCC1)NC(=O)N2c1cc(F)cc(F)c1 (stereo not drawn)	24%
CN1C[C@@H](NS(C)(=O)=O)C[C@H]1c1nc(-c2ccc(Cl)cc2)no1	-17%[176 µM]
Cc1ccc(NC(=O)CCc2nc3cc(Cl)ccc3n(CC(C)C)c2=O)cc1	?
Clc1ccc(NN=C2c3ccccc3-c3ccccc32)cc1Cl	62%[activator]
CC(NC(=O)CCc1c[nH]c2ccccc12)c1cccs1 (stereo not drawn)	15%
Cc1cccc(-c2nnc(C(C)Sc3n[nH]c(N)n3)o2)c1 (stereo not drawn)	5%
Fc1ccc(-c2cnc(CN3CCN(c4ccccc4Cl)CC3)o2)cc1	3%
O=C(Nc1ccc(OC2CCCC2)cc1)c1cccnc1	?
Cc1cnc(C2CCC2)n1CC1CCN(C(=O)NC2CCCCC2)CC1	95%[activator]
C=CCNC(=O)[C@@H]1CCCN1[C@@H](C(=O)NC)c1ccccc1OC	?
CC(C)NC(=O)C[C@@H]1O[C@H](CNC(=O)Nc2ccccc2)[C@@H](O)[C@H]1O	?
COCc1nc(C2CCCN(C(=O)c3ccncc3)C2)no1 (stereo not drawn)	19%
O=C(CSc1nnc(-c2ccco2)n1C1CCCCC1)N1CCN(c2ccc(O)cc2)CC1	?
COc1ccc(NC(=O)CN2C(=O)COc3ccc(C(=O)COc4ccccc4F)cc32)cc1	28%
CN1CCC(Nc2ccc3c(n2)CN(Cc2ccc(C(F)(F)F)cc2)C(=O)CO3)CC1	-29%[176 µM]
O=C1CSC2(C(=O)Nc3ccccc32)N1c1ccc(F)cc1 (stereo not drawn)	37%[activator]
Cc1ccccc1-c1ccc2c(n1)CN(Cc1ccccc1)C(=O)CO2	-18%[176 µM]
O=C(Nc1cccnc1)c1nn(C2CCS(=O)(=O)C2)c2c1CCCC2 (stereo not drawn)	?
CC(C)C[C@H]1COc2cc(Br)ccc2S(=O)(=O)N1Cc1cccc(Cl)c1	-4%
CNC(=O)c1ccc2c(c1)OCC(=O)N2	-56%
CC(C)OCCCNC(=O)CC1=C2CCCCC2NC1=O (stereo not drawn)	6%
COc1ccc(CCNC(=O)CCSc2nc(Cl)nc3nc[nH]c23)cc1	-21%
O=C(OCc1ccc(F)cc1Cl)c1ccccc1Sc1ccc(C(F)(F)F)cc1[N+](=O)[O-]	?
CC(C)NC(=O)C(C)Sc1nc(C(F)(F)F)nc2ccccc12 (stereo not drawn)	-3%
More structures.
SMILES	12-LOX inh
Cc1cc(=O)n(CC(=O)Nc2ccc3c(c2)OCO3)c(-c2ccccc2)n1	-5%
C[C@@H]1CN(C(=O)CCCc2ccccc2)C[C@@]1(O)C1CC1	46%[activator]
Nc1cc(N)nc(SCCC(=O)Nc2ccc(Br)cc2F)n1	?
Cc1c(-c2cccc(Cl)c2)nc2ccccc2c1C(=O)NC1CCCCCCCCCCC1	-15%
CC(C)(C)NC(NC(=O)c1ccc([N+](=O)[O-])cc1)C(Cl)(Cl)Cl (stereo not drawn)	5%
COCC1CN(S(=O)(=O)c2ccc(C)c(F)c2)CC12CCNCC2 (stereo not drawn)	25%
CC(=O)c1cc(C)cc(C)c1O	13%
CC(NC(=O)C1CCCC1)c1cccc(C(F)(F)F)c1 (stereo not drawn)	-18%
CCOCCCNC(=O)N1CC(Oc2cccc(-c3nc(C)no3)c2)C1	-2%
O=C([C@@H]1C[C@@H](O)[C@H](O)[C@@H]2NC(=S)N(c3ccc(F)cc3)[C@@H]21)N1CCCCC1	18%[176 µM]
CCOc1ccccc1C(=O)NC1CCN(c2cc(C)cc(C)c2)C1=O (stereo not drawn)	-3%
CCOc1ccc(C(=O)Nc2nc(C)cs2)cc1OCC	4%
O=C1CC(NS(=O)(=O)N2CCCCC2)CN1CCCc1ccccc1 (stereo not drawn)	32%[activator]
COc1ccc2c(=O)c(Oc3ccccc3)c(C)oc2c1	8%
Cc1nc2cc(NC(C)C(=O)Nc3ccc(C(N)=O)cc3)ccc2o1 (stereo not drawn)	?
CCOC(=O)CNC(=O)C(=O)NCC(=O)OCC	-2%
CN(C)C(=O)C(Sc1nnc(-c2ccncc2)n1-c1ccc(Cl)cc1)c1ccccc1 (stereo not drawn)	-11%
C#CCNC(=O)C[C@@H]1C[C@@]2(C(=O)OC)CC(C)(C)CC=C2N(Cc2cccc3ccccc23)C1=O	-13%
O=S(=O)(c1cccc(-c2nc3ccccc3s2)c1)N1CCCCCC1	-27%
CC(C)c1cc(C(=O)N2CCn3nc(C(=O)Nc4ccccc4)cc3C2)n[nH]1	55%
COc1ccc(-c2nnc(C[C@@H]3C[C@@H](C(C)C)[C@H](CN(C)CCc4ccccn4)C=C3C)o2)cc1	36%[activator]
CC1CCC(Nc2ccc3cc(S(=O)(=O)N4CCCC4)ccc3n2)CC1 (stereo not drawn)	8.9µM*
COc1ccc(-c2noc([C@@H]3C[C@@H](O)CN3Cc3cccc(C#N)c3)n2)cc1	1%[176 µM]
CCN(CC)C(=O)C[C@@H]1CCNC[C@@H]1Cc1cc(-c2ccc(C(C)(C)C)cc2)on1	?
CCCCOCC1CN(CCCC)S(=O)(=O)c2c(cccc2N2CCCC2)O1 (stereo not drawn)	2%

5 of the entries above in order of their number in 12-LOX inh, high to low.
SMILES	12-LOX inh
CC(C)c1cc(C(=O)N2CCn3nc(C(=O)Nc4ccccc4)cc3C2)n[nH]1	55%
O=C(c1cn[nH]c1-c1ccccc1)N1CC2CC(C1)[C@H]1CCCC(=O)N1C2 (stereo partly drawn)	27%
CCCCc1cc(=O)oc2cc(OC(C)C(=O)NCc3cccnc3)ccc12 (stereo not drawn)	-3%
C#CCNC(=O)C[C@@H]1C[C@@]2(C(=O)OC)CC(C)(C)CC=C2N(Cc2cccc3ccccc23)C1=O	-13%
CNC(=O)c1ccc2c(c1)OCC(=O)N2	-56%

Following part.
SMILES	12-LOX inh
COC(=O)c1ccccc1NS(=O)(=O)c1c(C)nn(C)c1C	14%
CN(/C=C/C(=O)C(F)(F)F)c1ccccc1C(=O)O	?
CN(Cc1ccccc1)C(=O)c1ccc2c(c1)NC(C)(CNCc1ccccc1)CO2 (stereo not drawn)	-15%[176 µM]
Cc1cc(C(=O)NCC(C)C)c2c(C3CCCN3)noc2n1 (stereo not drawn)	-1%[6.33 µM]
CCC(=O)N(C1CCOCC1)C1CCN(S(=O)(=O)c2ccccc2CC)CC1	46%
COc1ccc(C(=O)c2sc(Nc3cccc(Cl)c3)nc2N)cc1OC	?
O=C1NCCCCCN(C(=O)CC2CCCCC2)[C@H]2CCCC[C@@H]12	23%
CCOC(=O)c1ccc(Oc2coc3cc(OC(=O)c4ccccc4F)ccc3c2=O)cc1	-54%
CC(C)c1ccc(NC(=O)N[C@H]2CO[C@H]3[C@@H]2OC[C@H]3OC(=O)Nc2cccc(C(F)(F)F)c2)cc1	1%
CC(C)CNC(=O)N1CCCCCCNC(=O)[C@@H]2CCCC[C@@H]21	41%[activator]
Cc1cc(C(=O)OCC(=O)Nc2ccccc2Oc2ccccc2)c2ccccc2n1	5%
CCOc1ccc(NC(=O)C2CCN(C(=O)c3ncn4c3COC(c3ccccc3)C4)CC2)cc1 (stereo not drawn)	15%
COC1=CC(=O)OC(c2cccc(Cl)c2)C1 (stereo not drawn)	-10%
CN1CC2(CCN(C(=O)CC3CCCCC3)CC2)CC1C(=O)N1CCOCC1 (stereo not drawn)	11%
O=C(CC(c1cccc(O)c1)c1ccccc1Cl)NCc1cccnc1 (stereo not drawn)	3%
CC1CCC(NC(=O)c2cc(Cl)ccn2)CC1 (stereo not drawn)	?
